# RGS4-Gao reg – modulates binding of RGS4 to human Galphao; 0.33% of 220,000 active; Multiplexed bead flow cytometry; actives lie on both sides; AID 1415; binding response (% of control), % at 10 µM; P09471; in the data active = binding response below about 49% or above about 150%; inactive = in between;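 also: fluorescent Galphao activated with aluminum fluoride binding bead-coupled RGS4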
# Target sequence (P09471 whole entry, looked up): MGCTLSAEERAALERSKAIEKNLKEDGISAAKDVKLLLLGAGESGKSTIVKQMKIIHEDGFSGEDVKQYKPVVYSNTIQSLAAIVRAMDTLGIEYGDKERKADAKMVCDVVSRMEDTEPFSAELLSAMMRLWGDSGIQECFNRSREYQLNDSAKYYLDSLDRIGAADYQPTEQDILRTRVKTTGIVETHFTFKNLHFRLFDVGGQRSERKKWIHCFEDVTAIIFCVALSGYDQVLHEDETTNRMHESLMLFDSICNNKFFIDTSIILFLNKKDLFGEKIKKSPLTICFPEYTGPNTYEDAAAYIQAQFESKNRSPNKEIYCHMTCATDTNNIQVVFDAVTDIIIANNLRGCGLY
# Bim-Bfl-1 – human Bim-Bfl-1 interaction inhibition. Bead-based flow cytometry, Bim-Bfl-1 binding inhibition. AID 1008. 0.12% of 190,000 active. inhibition, % at 10 µM;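 also: 0% = wells without compound plus tracer and 100% = blocker peptide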
# Bim-Bcl-XL – human Bim-Bcl-XL interaction inhibition; Bim peptide-Bcl-XL binding, bead flow cytometry, fluorescence; inhibition, % at 10 µM; 0.04% of 190,000 active; AID 1007
# Mcl-1 Bim block – disrupts Bim peptide binding to human Mcl-1 | 0.1% of 190,000 active | AID 1009 | Bead-based flow cytometry, Bim peptide-Mcl-1 binding | inhibition, % at 10 µM;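 also: 0% = no compound tracer wells and 100% = peptide blocker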
# ABCB1 block – inhibitors of human ABCB1 transporter, ABCG2 counter-screen; P08183; CCRF-Adr cells, JC-1 efflux, flow cytometry; inhibition, % at 6.6 µM; 0.067% of 190,000 active; AID 1326; in the data active = inhibition above about 40%;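 also: 0% = vehicle and 100% = reference inhibitor; higher value means more JC-1 retained so stronger ABCB1 efflux block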
# Bim-Bcl-B – inhibitors of Bim-Bcl-B interaction, human. Q9HD36. bead-based flow cytometry, Bim peptide-Bcl-B binding. inhibition, % at 10 µM. 0.073% of 190,000 active;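 also: 0% = tracer peptide without compound and 100% = reference inhibitor peptide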
# Bim-Bcl-2 – inhibitors of Bim-Bcl-2 interaction, human; P10415; Bead-based flow cytometry, Bim peptide-Bcl-2 binding; inhibition, % at 10 µM; 0.06% of 190,000 active; in the data active = inhibition above about 40%; inconclusive = no clear call, values can overlap the other calls;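 also: 0% = no compound wells with probe peptide and 100% = reference peptide inhibitor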
# RGS7-Gao – regulators of human RGS7-Galphao interaction. P09471. Multiplexed bead flow cytometry, RGS7-Galphao binding; actives lie on both sides. binding response (% of control), % at 10 µM. 0.35% of 220,000 active. AID 1439; in the data active = binding response below about 49% or above about 150%; inconclusive = no clear call, values can overlap the other calls; inactive = in between;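 also: fluorescent Galphao held in activated GDP-AlF4 state binding bead-coupled RGS7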
# RGS8-Gao – human RGS8-Galphao interaction regulation; multiplexed bead flow cytometry, RGS8-Galphao binding; actives lie on both sides; response (percent of control binding), % at 10 µM; 0.34% of 220,000 active; in the data active = response below about 60% or above about 140%; inactive = in between;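 also: Galphao activated as the GDP aluminium fluoride complex binding bead-coupled RGS8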
# Bim-Bcl-W – human Bim-Bcl-W interaction inhibition | Q92843 | bead-based flow cytometry, Bim peptide-Bcl-W binding | inhibition, % at 10 µM | 0.02% of 190,000 active | AID 952;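 also: 0% = bound tracer without compound and 100% = peptide blocker; higher means less fluorescent Bim peptide bound to Bcl-W beads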
# ABCG2 block – inhibitors of human ABCG2 transporter, ABCB1 counter-screen; Q9UNQ0; IgMXP3 cells, JC-1 efflux, flow cytometry; inhibition, % at 6.6 µM; 0.1% of 190,000 active; AID 1325;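 active = inhibition above 80%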;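 also: 0% = DMSO and 100% = nicardipine control wells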
# Target sequence (Q9UNQ0 whole entry, looked up): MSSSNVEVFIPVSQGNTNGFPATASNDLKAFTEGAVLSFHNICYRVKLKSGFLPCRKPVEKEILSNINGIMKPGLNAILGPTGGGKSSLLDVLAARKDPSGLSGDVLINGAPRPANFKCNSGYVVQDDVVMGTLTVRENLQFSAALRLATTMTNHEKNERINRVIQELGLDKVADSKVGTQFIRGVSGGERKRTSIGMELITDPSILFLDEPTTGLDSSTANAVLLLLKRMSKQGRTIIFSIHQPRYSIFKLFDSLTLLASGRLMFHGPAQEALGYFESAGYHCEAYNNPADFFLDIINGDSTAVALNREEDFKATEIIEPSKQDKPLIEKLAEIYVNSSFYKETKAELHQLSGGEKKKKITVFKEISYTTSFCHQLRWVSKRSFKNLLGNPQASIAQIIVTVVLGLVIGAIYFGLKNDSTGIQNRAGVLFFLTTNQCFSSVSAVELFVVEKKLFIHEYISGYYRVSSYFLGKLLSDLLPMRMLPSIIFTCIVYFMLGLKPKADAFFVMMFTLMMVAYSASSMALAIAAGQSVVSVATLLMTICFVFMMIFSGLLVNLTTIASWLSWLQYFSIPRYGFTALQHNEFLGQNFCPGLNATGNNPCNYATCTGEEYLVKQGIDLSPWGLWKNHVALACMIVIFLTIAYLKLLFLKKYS
#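 Test system: IgMXP3 (ABCG2) plus far-red-tagged CCRF-Adr (ABCB1) cells / Amount: 3 million cells/mL in well / Reagent: JC-1 transporter substrate / Timing: 10 min compound exposure, 25 °C / Signal: flow cytometry, 530 nm JC-1 signal / Read-out: percent efflux inhibition, scaled nicardipine 100% to DMSO 0% / Benchmarks: nicardipine as high control, DMSO as low control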
# Active calls of the source: *; u = inconclusive. Rule as the data show it, unless noted: active = inhibition above about 40%.
# Values run as follows: RGS4-Gao reg	Bim-Bfl-1	Bim-Bcl-XL	Mcl-1 Bim block	ABCB1 block	Bim-Bcl-B	Bim-Bcl-2	RGS7-Gao	RGS8-Gao	Bim-Bcl-W	ABCG2 block
Cc1cccc(OC(=O)c2sc3ncn(C)c(=O)c3c2C)c1
 : 101	-3	0	-1	0.3	-2	0	99	98	0	5
Cc1ccc(NC(=O)CSCC(N)=O)cc1C
 : 88	1	0	0	6.1	1	0	107	100	0	19
O=C(CSc1nnc(-c2ccccn2)n1Cc1ccccc1)N1CCOCC1
 : 98	-3	-5	0	0.5	-3	-2	u	97	-2	1
CSc1nsc(SC)c1NC(=O)N1CCCC1
 : 98	0	-4	-2	-0.2	-4	-2	106	100	0	-1
Cc1cc2c(c(/C=C/C(=O)c3ccccc3)c1)OC1(C=C2)Oc2ccccc2C(=O)N1C (stereo not drawn)
 : 102	-5	0	2	1.2	0	-4	103	102	1	4
Cc1cccc2cc(/C=N/NC(=O)CN3CCCCC3)c(Cl)nc12
 : 100	-1	-2	2	0.5	0	0	103	102	-3	12
COc1nnc(-c2ccc(N3CCOCC3)c(NC(=O)C3CCCCC3)c2)c2ccccc12
 : 95	0	0	0	-0.2	0	1	94	101	0	-1
O=C(Cc1ccc(S(=O)(=O)N2CCOCC2)s1)NCCC(c1ccccc1)c1ccccc1
 : 94	-4	-1	-2	2.2	2	-3	92	98	1	4
CCOC(=O)C1(Cc2ccccc2Cl)CCN(C(=O)c2cnccn2)CC1
 : 100	0	1	23	0.9	2	0	100	106	0	5
Cc1onc(-c2c(F)cccc2Cl)c1C(=O)Nc1nnc(C2CC2)s1
 : 99	0	2	-1	0.6	-1	0	98	101	2	2
O=C(CCN1C(=O)c2ccccc2C1=O)N1CCN(Cc2ccccc2)CC1
 : 104	-2	-3	0	0.7	-2	-2	102	105	-2	2
CC(=O)N1CCN(c2ccc(S(=O)(=O)N3CCCCC3)cn2)CC1
 : 103	-19	-7	-4	0.0	-6	-7	101	101	-5	3
CN1CCN(CCCNC(=O)Cn2nc(-c3ccccc3)ccc2=O)CC1
 : 106	0	-2	-8	0.0	-6	-2	99	104	0	0
Cc1ccc(C(=O)N/C(=C/c2cn(-c3ccccc3)nc2-c2ccccc2)C(=O)O)cc1
 : 95	-6	0	-2	0.0	-4	-2	99	98	-4	0
Cc1cc(=O)oc2cc(OC(=O)CCCCCN3C(=O)c4ccccc4C3=O)ccc12
 : 102	-7	-4	-5	0.5	-4	-1	103	102	-3	3
c1ccc(-c2csc(NC3=NCCCCC3)n2)cc1
 : 98	-1	0	7	0.8	-1	-5	99	96	-1	20
O=C(CSC1=N/C(=C/c2ccco2)C(=O)N1c1ccc(OC(F)F)cc1)NC1CCS(=O)(=O)C1 (stereo not drawn)
 : 100	-1	-4	-5	-0.2	-7	-2	95	99	-2	1
CCOc1ccc(S(=O)(=O)N2CCN(C(=O)c3cc4c(s3)CCCC4)CC2)cc1
 : 99	-4	-1	-3	2.3	-6	-2	97	98	6	8
COc1ccc(C2(C(=O)Nc3ccc(C(=O)N4CCOCC4)cc3)CCOCC2)cc1
 : 103	-4	-5	-1	-0.1	-3	1	103	100	-2	0
COc1ccc(Cn2nnnc2C(c2ccccc2)N2CCN(C3CCCC3)CC2)cc1 (stereo not drawn)
 : 99	-19	-8	-8	0.6	-7	-6	101	101	-6	5
COC(=O)CSc1nnc(-c2ccc(S(=O)(=O)NCc3cccs3)cc2)o1
 : 102	-8	-2	0	0.6	-7	-7	101	99	0	4
CCC(C)NS(=O)(=O)c1ccc(S(=O)(=O)Nc2cc3c(cc2C(C)=O)OCO3)cc1 (stereo not drawn)
 : 103	-6	-1	0	6.0	-4	-7	105	106	2	4
CC(=O)C1=C(C)NC(SCC(N)=O)=C(C#N)C1c1ccco1 (stereo not drawn)
 : 106	-4	-2	0	-0.3	0	-4	98	101	3	2
COCCCNC(=O)CS(=O)(=O)Cc1nc(-c2ccccc2C)oc1C
 : 99	-7	-9	-4	0.3	-9	-7	98	102	-5	1
O=C(c1ccc(F)cc1)c1cnc(Nc2ccccc2)s1
 : 101	-6	-2	1	0.4	-3	-2	u	101	-3	3
Cc1nnc(SCC(=O)NCCOc2ccc(Cl)cc2)n1-c1ccccc1
 : 99	-2	-2	0	-0.2	0	-1	97	102	-1	0
Nc1c(C(=O)NC2CCCCC2)nsc1C(=O)OCC(=O)NC1CCCCC1
 : 86	-4	-1	-3	1.1	-4	-1	92	95	-6	10
CC(C)(C)C(=O)NC1(C(F)(F)F)NC(=O)N(c2ccc(F)cc2)C1=O (stereo not drawn)
 : 100	-3	0	0	1.7	-3	1	u	100	0	13
O=C(CCN1C(=O)c2ccccc2C1=O)N1CCN(c2ccccc2)CC1
 : 100	-15	-6	-3	0.5	-7	-7	104	100	1	10
CCOC(=O)c1c(NC(=O)Cn2cnc([N+](=O)[O-])n2)sc2c1CCC(C)C2 (stereo not drawn)
 : 98	-4	-2	-1	-0.2	-1	-2	99	102	-1	2
NC(=O)CN1CCOCCOCCOCCOCCOCC1
 : 102	2	-5	0	0.3	3	5	102	100	-3	1
CC(Sc1nnc(-c2cccs2)n1-c1ccccc1)C(=O)NCc1ccc2c(c1)OCO2 (stereo not drawn)
 : 100	-11	-1	-2	2.5	-7	-8	96	95	-1	3
COc1ccc(NC(=S)N(Cc2cccnc2)Cc2ccco2)cc1
 : 101	2	0	-2	-0.4	0	1	u	103	-3	0
O=C(C1CCCN1S(=O)(=O)c1cccc2cccnc12)N1CCn2c1nc1ccccc12 (stereo not drawn)
 : 102	-4	-2	0	0.7	-3	-1	101	103	1	2
O=C(/C=C\c1ccccc1OC(=O)c1ccccc1F)c1cc2ccccc2o1
 : 97	-4	-6	-5	0.1	-11	-4	101	98	-4	0
COc1cc2[nH]c(=S)n(C3CCN(Cc4ccccc4)CC3)c(=O)c2cc1OC
 : 97	1	3	0	4.2	-19	-4	108	100	5	4
Nc1ccc2c(c1)C(=O)N(CCCC(=O)O)C2=O
 : 101	-14	-12	-3	0.2	-8	-8	99	102	-1	0
Nc1nc2ccccc2nc1N1CCCC1
 : 102	-2	-4	1	1.1	0	-2	98	100	-1	5
COc1ccc2nc(NC(=O)c3cccc(OCc4c(C)noc4C)c3)sc2c1
 : 94	-8	-4	-3	-0.1	-7	-2	99	97	0	-2
CCOc1ccccc1NC(=O)c1cccc(S(=O)(=O)N(Cc2ccccc2)c2ccccc2OC)c1
 : 104	4	-6	-8	2.0	-4	1	106	105	-6	3
COc1ccc(CCN(C)Cc2nc(Cc3ccc(OC)c(OC)c3)no2)cc1OC
 : 97	-6	-4	-2	0.3	-2	-4	99	102	-4	1
Cc1noc(C)c1Cc1ccc(O)cc1
 : 105	-9	-2	0	0.5	-4	-7	105	100	-2	3
Cc1cccc(Nc2nc(N3CCCCC3)nc(N3CCCCC3)n2)c1
 : 101	0	-6	-2	0.7	-7	-2	104	102	-4	3
COc1cc(CNc2ccc(N3CCN(C(C)=O)CC3)cc2)ccc1OCc1ccc(F)cc1
 : 100	6	-3	1	1.7	-4	0	u	100	0	11
COc1ccc(NC(=O)c2ccc(Cc3ccc(C)cc3)o2)cc1
 : 88	-3	-10	-9	0.5	-10	3	94	96	-5	1
COc1ccc(S(=O)(=O)NC2CCCC2)c(Cl)c1Cl
 : 102	0	0	-8	-0.1	-5	-2	101	98	0	1
COc1ccc(NC(=S)NC(C)C(c2ccccc2)N2CCOCC2)cc1 (stereo not drawn)
 : 98	-5	-1	0	1.1	-1	-2	100	101	2	9
Cc1cccc(C(=O)N2CCN(Cc3ccc4c(c3)OCO4)CC2)c1
 : 102	-10	-4	3	0.2	-3	-4	101	101	0	0
Cc1ccc(OCC(=O)Nc2ccc(C)c(S(=O)(=O)N3CCCCCC3)c2)c([N+](=O)[O-])n1
 : 106	3	-4	1	2.8	5	4	100	101	-4	16
Cc1ccc(-n2c(-c3ccncc3)n[nH]c2=S)cc1C
 : 93	4	-2	-2	-0.9	-14	-2	85	66	0	-2
O=C(OC(c1ccccc1)c1nccc2ccccc12)c1cc([N+](=O)[O-])cc([N+](=O)[O-])c1 (stereo not drawn)
 : 102	4	-5	-9	5.5	-2	-1	99	101	-4	19
CCOC(=O)C(C)c1ccc2cc(OC)ccc2c1 (stereo not drawn)
 : 107	-3	0	-1	0.0	-3	-3	106	97	-1	2
O=S(=O)(c1ccc(S(=O)(=O)N2CCN(C/C=C/c3ccccc3)CC2)cc1)N1CCCC1
 : 100	0	-3	0	0.5	0	-1	103	108	-1	1
CCOc1cc(CNCCCN2CCOCC2)ccc1OCC(=O)NC(C)(C)C
 : 102	-3	-1	1	0.3	-2	0	99	100	-1	4
CCc1nc2oc(C(=O)c3ccccc3)c(N)c2c2c1COC(C)(C)C2
 : 94	-2	-5	-3	1.7	-4	-3	93	97	-1	20
Cc1c(NS(=O)(=O)c2ccc(N3CCN(C)CC3)c([N+](=O)[O-])c2)c(=O)n(-c2ccccc2)n1C
 : 98	-4	-2	0	0.1	-4	0	95	97	-4	2
O=C(Nc1ccc(C(=O)N2CCOCC2)cc1)c1cc(-c2cccnc2)nc2ccc(Br)cc12
 : 103	-4	-1	-1	-0.2	-2	0	u	102	-1	6
CCOc1ccc(NC(=O)/C=C/c2ccccc2)c([N+](=O)[O-])c1
 : 101	2	-1	-2	-0.2	0	-1	101	103	-3	1
O=[N+]([O-])c1cccc(NC(=S)N2CCc3ccccc3C2)c1
 : 94	-3	-2	-3	0.2	-17	-5	93	101	-1	3
Cc1ccc(/C=N/Nc2nc(Cl)c(Cl)cc2Cl)s1
 : 102	-19	-10	-4	-0.8	-6	-7	100	102	-1	23

# Continuation.
# Values run as follows: RGS4-Gao reg	Bim-Bfl-1	Bim-Bcl-XL	Mcl-1 Bim block	ABCB1 block	Bim-Bcl-B	Bim-Bcl-2	RGS7-Gao	RGS8-Gao	Bim-Bcl-W	ABCG2 block
COc1ccc(-n2c(SCC(=O)C(C)(C)C)nc3ccsc3c2=O)cc1
 : 102	-3	-5	0	1.6	-4	-4	96	101	-3	3
CC1CC(=O)c2cnc(N)nc2C1 (stereo not drawn)
 : 104	-6	-5	-6	0.6	-2	-7	100	99	-6	1
O=C(CCCOc1ccccc1)Nc1ccncc1
 : 101	-13	-7	-4	0.9	-6	-9	99	100	0	28
Cc1cc(NC(=O)CSc2ncccn2)no1
 : 102	-2	-7	-2	0.5	-9	0	99	103	-4	1
Cc1cc(C(=O)N2CCCCCC2)cs1
 : 99	-14	-8	-1	0.7	-6	-6	101	101	0	0
O=S(=O)(c1ccc(Cl)cc1)N1CCNCC1
 : 95	-3	0	0	-0.2	-1	2	u	96	1	3

# Given in CSV form: entries from further up.
Compound,RGS4-Gao reg,Bim-Bfl-1,Bim-Bcl-XL,Mcl-1 Bim block,ABCB1 block,Bim-Bcl-B,Bim-Bcl-2,RGS7-Gao,RGS8-Gao,Bim-Bcl-W,ABCG2 block
O=C(CCCOc1ccccc1)Nc1ccncc1,101,-13,-7,-4,0.9,-6,-9,99,100,0,28
Cc1cc(NC(=O)CSc2ncccn2)no1,102,-2,-7,-2,0.5,-9,0,99,103,-4,1
CC1CC(=O)c2cnc(N)nc2C1 (stereo not drawn),104,-6,-5,-6,0.6,-2,-7,100,99,-6,1
